Compound activity deposited in PubChem by several laboratories.
NR2E3 ag-1: human photoreceptor-specific nuclear receptor agonism; Q9Y5X4; CHO-S Gal4-NCOR/VP16-NR2E3 two-hybrid, luciferase; inhibition of corepressor binding, % at 3.98 µM; 360,000 tested, 0.35% active; AID 602229;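 active means inhibition above the mean of all tested compounds plus 3 SD, cut at about 70% in these data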;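 further: 0% = DMSO with NR2E3 transfected cells and 100% = cells lacking NR2E3 construct; higher means lower luciferase signal from less NR2E3 corepressor binding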
m5-HT2A agonist: agonists of mouse serotonin 5-HT2A receptor (HTR2A); P35363; CHO-K1 mHTR2A beta-arrestin complementation, luminescence; percent of 30 µM serotonin response; activation, % at 7.6 µM; 360,000 tested, 0.66% active;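 active means activation above a run cutoff, the mean activation of all tested compounds plus 3 SD, cut at about 14% in these data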;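 further: 0% = plate median of compound wells and 100% = 30 µM serotonin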
Target sequence (P35363 whole entry, looked up): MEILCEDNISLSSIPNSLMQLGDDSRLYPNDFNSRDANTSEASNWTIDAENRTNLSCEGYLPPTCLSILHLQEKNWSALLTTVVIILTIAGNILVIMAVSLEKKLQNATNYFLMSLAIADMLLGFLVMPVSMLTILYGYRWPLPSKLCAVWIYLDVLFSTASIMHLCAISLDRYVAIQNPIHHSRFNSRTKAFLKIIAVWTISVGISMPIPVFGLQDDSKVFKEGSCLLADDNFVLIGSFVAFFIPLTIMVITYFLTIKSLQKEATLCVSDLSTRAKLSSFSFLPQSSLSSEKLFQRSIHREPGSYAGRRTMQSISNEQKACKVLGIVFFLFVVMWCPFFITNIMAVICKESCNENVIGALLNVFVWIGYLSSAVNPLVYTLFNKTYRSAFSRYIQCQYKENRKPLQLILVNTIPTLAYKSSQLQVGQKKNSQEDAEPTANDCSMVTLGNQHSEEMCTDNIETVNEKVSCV
PDI turbidity: inhibitors of human protein disulfide isomerase. P07237. PDI insulin aggregation turbidity, A650, 90 min. inhibition, % at 10 µM. 350,000 tested, 0.052% active. AID 588391;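 active means mean inhibition across replicates of 30% or more, whatever share of single replicates reach that level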;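 further: absorbance from insulin aggregation driven by PDI reduction with DTT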
Target sequence (P07237 whole entry, looked up): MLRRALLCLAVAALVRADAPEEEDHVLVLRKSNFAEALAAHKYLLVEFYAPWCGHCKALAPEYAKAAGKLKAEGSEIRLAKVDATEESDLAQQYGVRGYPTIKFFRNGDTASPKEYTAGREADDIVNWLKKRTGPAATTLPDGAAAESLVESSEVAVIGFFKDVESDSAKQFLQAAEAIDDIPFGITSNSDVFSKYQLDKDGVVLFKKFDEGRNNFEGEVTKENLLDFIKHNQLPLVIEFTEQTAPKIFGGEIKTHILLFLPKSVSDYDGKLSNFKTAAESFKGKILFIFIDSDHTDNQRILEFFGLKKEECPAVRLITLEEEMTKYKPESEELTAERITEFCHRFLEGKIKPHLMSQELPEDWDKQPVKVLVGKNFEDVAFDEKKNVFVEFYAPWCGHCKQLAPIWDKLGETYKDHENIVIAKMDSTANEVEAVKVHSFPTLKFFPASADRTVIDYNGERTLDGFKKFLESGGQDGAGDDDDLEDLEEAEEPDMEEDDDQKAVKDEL
NR2E3 ag-2: NR2E3 (human) agonism. Q9Y5X4. 320,000 tested, 0.12% active. AID 2300. inhibition of corepressor binding, % at 4.78 µM. GST-NR2E3/biotin-RetCOR TR-FRET, 1536-well;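 active means percent inhibition above the cutoff of mean plus 3 SD of all tested compounds, set per screening campaign, cut at about 20% in these data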;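 further: 0% = DMSO wells and 100% = biotin wells as full block of FRET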
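System: GST-tagged NR2E3 plus biotinylated RetCOR corepressor; Buffer or medium: pH 7.5 Tris-based buffer; Probe or stimulus: RetCOR corepressor, biotinylated, 7 nM; Doses: compound at 4.8 µM, single dose; Schedule: 5 h incubation at 4 °C; Technique: time-resolved FRET; Evaluation: percent inhibition of TR-FRET ratio; Replication: one well per compound, singlicate testing.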
hiPSC survival: increases survival of single human iPS cells; hiPSC single-cell survival, ATPlite luminescence; 100% = ROCK inhibitor wells, 0% = DMSO; 360,000 tested, 0.044% active; survival enhancement, % at 20 µM; in the data active means survival enhancement above about 18%;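 further: cells exposed to compounds for 16 hours before the ATP read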
Shn3 3UTR inh: Schnurri-3 reporter inhibition in Clone20 osteoblasts. AID 588674. 360,000 tested, 0.52% active. Clone20 osteoblast Shn3 3'UTR firefly luciferase, 24 h. inhibition, % at 12.5 µM;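 active means mean inhibition of at least 75% with every replicate also reaching 75%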;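 further: 0% = median of neutral control wells and 100% = pilot-screen positive control compound; some compounds past the cut are filed as inactive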
HIF-2a inh: inhibitors of HIF-2a. 360,000 tested, 0.72% active. AID 624352. inhibition, % at 18.8 µM. 786-0 RCC cells HIF-2a reporter, luciferase luminescence, overnight;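 active means inhibition of the luminescence signal of 40% or more relative to plate controls, in a single-dose primary screen at 18.75 µM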
TRPM1 prom inh: reduces MITF-dependent TRPM1 promoter luciferase signal; SK-MEL-5 TRPM1 promoter luciferase, 24 h; inhibition, % at 12.5 µM; 330,000 tested, 0.83% active;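 active means mean inhibition across replicates of 60% or more, whatever share of single replicates reaches that level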; further: values of inactives mirror those of a sister screen read the other way
CaV13 ICDI inh: Disruptors of the CACNA1D IQ motif to Ca2+-dependent inactivation inhibitor domain association, primary screening, Förster resonance energy transfer in intact living …; HEK cells, CFP/YFP FRET ICDI-IQ, plate reader, 10 min; percent FRET-ratio fall versus neutral wells; inhibition, % at 12.3 µM; 340,000 tested, 0.098% active; AID 743397;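 active means mean replicate inhibition of at least 30% and at least 1% of replicates passing that level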;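 further: 0% = median of the neutral control wells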
H9c2 protect: modulators protecting cardiomyocytes from myocardial damage; 360,000 tested, 0.63% active; H9c2 cardiomyocytes, H2O2 injury protection, ATPLite, 2 h; AID 588492; protection from H2O2 cell death, % at 20 µM;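 active means compounds giving at least 50% protection of heart cells from peroxide-induced death in the single-dose screen, raw or plate-pattern-corrected value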;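 further: 0% = DMSO wells with peroxide and 100% = DMSO wells without peroxide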
Peg3 prom inh: reduces Peg3 promoter-driven luciferase expression in HeLa | inhibition, % at 20 µM | AID 588405 | 360,000 tested, 1.7% active | HeLa PEG-Prom luciferase reporter, luminescence, overnight;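 active means inhibition of at least 50% at 20 µM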
An asterisk follows results filed as active; nt = no result given. Outcome played no part in choosing rows; about 3.9% have a hit in one of these screens.

SMILES	NR2E3 ag-1	m5-HT2A agonist	PDI turbidity	NR2E3 ag-2	hiPSC survival	Shn3 3UTR inh	HIF-2a inh	TRPM1 prom inh	CaV13 ICDI inh	H9c2 protect	Peg3 prom inh
O=C(c1cccc(Cl)c1)N1CCN(Cc2ccc3c(c2)OCO3)CC1	-15	2	17	3	-0.5	-31	15	2	-3	2	16
Cc1ccnc(NC(=O)CCC(=O)N(CC(=O)NC(C)(C)C)Cc2ccc3c(c2)OCO3)c1	-17	5	-6	0	-0.1	-14	7	-2	-4	8	11
CC1Cc2nc(SCC(=O)Nc3nccs3)n(C)c(=O)c2S1 (stereo unspecified)	-13	-3	6	21*	0.7	2	11	13	-7	32	4
COc1ccc(S(=O)(=O)N2CCCCC2)cc1NC(=O)CSc1nnc(C2CC2)n1C	-17	-1	2	4	0.4	10	15	nt	-3	0	14
CCCNC(=O)C1CCC(CNS(=O)(=O)c2ccc3c(c2)N(C(C)=O)CCO3)CC1 (stereo unspecified)	-10	0	14	1	-0.1	3	8	2	-2	-2	12
CCC(=O)NNC(=S)NC(=O)c1ccc(C)cc1	-28	5	-2	1	0.4	-7	-161	-51	-1	9	-41
CC(C)(C)C(=O)Nc1ccc(S(=O)(=O)Nc2nccs2)cc1	-3	-2	-5	-1	-0.6	-18	12	-7	-4	7	19
COc1ccc(N2CCN(C(=O)CN(c3ccc(OC)cc3)S(=O)(=O)c3ccccc3)CC2)cc1	-5	-7	-5	1	0.6	7	18	13	-3	1	11
Cc1cccc(/N=C/c2c(O)cc(C)oc2=O)n1	5	0	0	-1	0.5	10	19	4	nt	-5	6
CCOc1ncccc1C(=O)OCc1cccc([N+](=O)[O-])c1	-10	0	-15	3	-0.7	-5	1	-15	-5	-8	2
CN1C(=O)c2ccc(NC(=O)c3cccc4ccccc34)cc2C1=O	-6	-3	3	-1	-0.3	-12	-25	-4	-19	0	-11
O=C(CN1CCN(c2ccc(Cl)cc2)CC1)c1ccc2c(c1)OCO2	-21	1	2	3	-3.0	-3	-21	1	-1	22	-8
COC(=O)C1(C)NC(c2cccs2)C2C(=O)N(c3ccccc3F)C(=O)C21 (stereo unspecified)	-7	4	5	1	-1.9	22	28	-5	-4	1	4
CCC1CCCCN1Cc1ccc(OC)c(C)c1 (stereo unspecified)	-12	4	1	4	-1.4	-11	14	10	-5	4	16
CCN(C(=O)CN1C(=O)NC(c2ccccc2)(c2ccc(C)c(C)c2)C1=O)C1CCCCC1 (stereo unspecified)	36	-1	9	0	-0.6	-5	15	17	-2	-3	24
Cc1ccc(-n2cnc3c(sc4nc(N5CCOCC5)c5c(c43)CCCC5)c2=O)cc1	-17	4	6	-4	0.8	15	11	nt	-21	-6	19
Cc1cccc(NC(=O)C2CCCN(C(=O)Nc3ccc(F)cc3)C2)c1 (stereo unspecified)	0	-4	21	4	0.5	10	3	3	-3	0	32
COc1cccc(CN(C)CC(=O)NNC(=O)c2ccc(Cl)cc2)c1	15	-3	-2	-3	0.6	3	-1	1	-6	-2	-7
CCNS(=O)(=O)c1ccc(CCC(N)=O)cc1	12	10	-7	2	1.3	-13	11	1	-5	4	-2
COc1c2c(nc3occc13)C(CC=C(C)C)(OC)C(OC(C)=O)CC2 (stereo unspecified)	-17	-4	-13	4	-1.7	7	6	13	-4	13	27
Cc1ccc(NC(=O)CCS(=O)(=O)c2ccc3c(c2)NC(=O)C(C)S3)cc1Cl (stereo unspecified)	12	3	-2	0	0.1	2	4	6	-2	-2	24
CC(C)(C)c1ccc(C(=O)N2CCN(c3ncccn3)CC2)cc1	-1	4	-4	-2	0.8	6	-10	6	-4	-2	3
COc1cc(/C=C/C(=O)OCC(=O)Nc2ccc3c(c2)OCCO3)ccc1O	-5	-2	4	-1	-0.9	11	0	15	-3	5	1
COc1ccc(Cl)cc1NC(=O)CCS(=O)(=O)c1cc2c(cc1C)NC(=O)CO2	-19	1	nt	-2	4.2	-4	4	nt	-7	55*	9
C=CC[C@H](CC(=O)N(CCO)Cc1ccccc1)C(=O)N[C@@H](COC(=O)[C@H](CC=C)CC(=O)OC(C)(C)C)Cc1c[nH]c2ccccc12	-13	-8	1	nt	-1.5	-9	8	0	-5	-7	22
New compounds follow
SMILES	NR2E3 ag-1	m5-HT2A agonist	PDI turbidity	NR2E3 ag-2	hiPSC survival	Shn3 3UTR inh	HIF-2a inh	TRPM1 prom inh	CaV13 ICDI inh	H9c2 protect	Peg3 prom inh
O=C(c1cccs1)C1CCCN(Cc2nc(Cc3ccccc3F)no2)C1 (stereo unspecified)	-5	-5	1	0	-1.0	14	12	-8	-16	2	19
CCN(CC)C(=O)CNc1ccc(C(F)(F)F)cc1[N+](=O)[O-]	-13	-1	-7	3	2.2	21	8	5	-6	-3	5
O=S(=O)(c1ccccc1)c1cnn2c(C(F)(F)F)cc(-c3ccccc3)nc12	-16	-4	2	-1	-2.3	-1	14	4	-3	-13	35
O=C(CC(=O)c1cccs1)c1ccncc1	-144	-5	1	nt	-2.1	-30	-93	-5	-10	9	-128
CCOC(=O)N1CCC(N2C(=O)c3ccccc3C2Nc2ccc(S(=O)(=O)N(CC)CC)cc2)CC1 (stereo unspecified)	-3	6	0	-3	-0.4	4	12	11	-3	14	10
CC1(C)CN(c2cccc(-c3ccnc4ncnn34)c2)C1=O	-22	3	-1	3	0.3	-8	11	-8	-2	3	-2
Cc1c(C#N)c2ccccc2n1CC(=O)N1CCc2ccccc2C1	-13	-2	nt	3	-0.4	5	33	6	-2	-11	13
O=C(COc1ccc2ccc(=O)oc2c1)NCCCN1CCCC1=O	4	10	1	3	-0.4	-1	6	5	-5	8	-13
CCCCn1c(SCC(=O)N2CCOCC2)nnc1-c1cccs1	17	-3	-4	-2	0.2	-12	13	4	-2	8	11
O=c1[nH]c(SCc2cccc(F)c2)nc2c1CCCC2	5	-1	-1	-2	4.6	4	-1	1	-2	16	20
O=C(CCN1C(=O)/C(=C\c2cccs2)SC1=S)Nc1nccs1	8	8	-16	3	-1.5	21	10	6	-1	3	28
C[C@@]12C(=O)N(Cc3ccco3)CC(=O)N1[C@H]1c3ccccc3OC[C@@H]1[C@@H]2c1ccccc1	-34	-2	7	nt	3.4	-10	16	2	-11	-1	-16
Cc1ccsc1C(=O)OCC(=O)NCCC1=CCCCC1	0	0	2	-2	1.0	-74	-39	-41	nt	-3	-187
Cc1ccc2cc(C#N)c(NCCNC(=O)C3CCC3)nc2c1C	-12	8	-9	-1	2.3	21	-18	4	-3	-2	-1
COCCCn1c(=O)/c(=C\c2ccccc2OC(F)F)s/c1=C(/C#N)C(=O)N1CCOCC1	5	-3	5	1	0.1	3	15	-7	-7	26	15
COc1cc(/C=C/C(=O)N2CCc3ccccc3C2)cc(OC)c1OC	-33	-2	-2	2	0.6	1	-14	7	-19	1	13
CNC(=O)CSc1nc2ccccc2c(=O)n1CCc1ccccc1	-28	1	0	4	-0.7	2	-4	-6	-3	10	-15
CC(C)CNC(=S)NC1CC2CCCC(C1)N2C1CCCCC1 (stereo unspecified)	-13	6	4	-1	-0.2	1	21	1	2	-3	7
Clc1ccccc1N1CCN(c2ncnc3nc[nH]c23)CC1	0	-3	1	3	0.5	-5	-14	-17	-7	-8	-1
O=C(O)c1cc(-c2ccccc2)n(-c2ccccc2)n1	-8	-1	-1	1	-3.1	-1	20	7	-5	0	4
Cc1ccc(S(=O)(=O)N2CCOCC2)cc1C(=O)OCC(=O)NCc1ccc2c(c1)OCO2	2	2	1	4	0.6	-2	0	12	-7	-4	18
Cc1ccc(NC(=O)OCC(F)(F)C(F)F)cc1NC(=O)OCC(F)(F)C(F)F	-8	0	1	-1	-3.4	13	-2	10	-5	-6	-4
Cc1cc(C(=O)Nc2ccon2)ccc1[N+](=O)[O-]	-23	3	13	3	-0.2	-3	-55	nt	-20	4	-36
CCC(C(=O)NCCN1CCOCC1)n1nc(C)n2c(cc3sccc32)c1=O (stereo unspecified)	3	-5	-3	-2	0.0	-2	8	1	-4	0	11
O=C1CCC(c2ccccc2)N1c1ccccc1 (stereo unspecified)	-10	-2	-5	nt	-4.1	6	8	0	-6	2	-3
New compounds follow:
SMILES	NR2E3 ag-1	m5-HT2A agonist	PDI turbidity	NR2E3 ag-2	hiPSC survival	Shn3 3UTR inh	HIF-2a inh	TRPM1 prom inh	CaV13 ICDI inh	H9c2 protect	Peg3 prom inh
CCOc1ccccc1NC(=O)C(OC(=O)c1ccccc1NS(=O)(=O)c1cccs1)c1ccccc1 (stereo unspecified)	9	-1	4	1	-1.0	4	15	-19	-15	9	10
COCCCN1C(=O)C(CC(=O)NCc2cccs2)CC(C(=O)N(C(C)C)C(C)C)=C1C (stereo unspecified)	7	0	nt	nt	1.6	-19	14	nt	-6	8	8
Cc1ccc(Cl)cc1N(CC(=O)Nc1cccc(N(C)S(C)(=O)=O)c1)S(C)(=O)=O	-12	-4	0	-2	1.3	14	26	15	-6	4	12
Cc1c(Br)c(O)c(Br)c2sc(=O)oc12	-3	1	0	2	0.2	8	10	-6	-5	2	-2
CC(=O)Nc1ccc(S(=O)(=O)Nc2ccc(Nc3ccccc3)cc2)cc1	-15	-5	-2	-2	-0.7	-51	11	13	-1	0	9
CCc1nnc(SCC(=O)N2CCCC(N3CCN(c4ccccc4C)CC3)C2)o1 (stereo unspecified)	-43	-2	-9	-3	0.5	15	9	6	nt	2	10
COc1ccc2c(c1)NC(c1cc(Cl)cc(Cl)c1O)c1cccn1-2 (stereo unspecified)	-17	2	0	nt	0.5	-11	-1	27	-5	2	9
COc1cccc(C(=O)NCc2ccc3c(c2)OCO3)c1OC	-7	8	13	nt	1.9	9	-27	-6	-21	2	-19
Oc1ccc(Cl)cc1CNc1cnc2ccccc2c1	11	-5	-4	-2	-0.1	7	-24	-9	-2	-14	-74
CSc1ccccc1C(=O)N1CCN(c2ncccn2)CC1	7	2	-2	-3	0.1	-3	11	5	-4	-4	-3
CCCC1NC(=O)c2cc3ccccc3cc2-n2c1nc1cc(Cl)ccc1c2=O (stereo unspecified)	-18	-1	-7	nt	0.5	26	32	nt	-5	-18	32
COc1cc(CN2CCN(Cc3ccc(C(F)(F)F)cc3)CC2)cc(OC)c1OC	-12	-4	2	-5	-0.7	24	2	-1	-20	-10	11

Structures shown so far that contain a cyano group:
SMILES	NR2E3 ag-1	m5-HT2A agonist	PDI turbidity	NR2E3 ag-2	hiPSC survival	Shn3 3UTR inh	HIF-2a inh	TRPM1 prom inh	CaV13 ICDI inh	H9c2 protect	Peg3 prom inh
Cc1c(C#N)c2ccccc2n1CC(=O)N1CCc2ccccc2C1	-13	-2	nt	3	-0.4	5	33	6	-2	-11	13
Cc1ccc2cc(C#N)c(NCCNC(=O)C3CCC3)nc2c1C	-12	8	-9	-1	2.3	21	-18	4	-3	-2	-1
COCCCn1c(=O)/c(=C\c2ccccc2OC(F)F)s/c1=C(/C#N)C(=O)N1CCOCC1	5	-3	5	1	0.1	3	15	-7	-7	26	15
